UPR XBP1 act = adaptive UPR (XBP1) activation | AID 463104 | 330,000 compounds, 0.33% hits | CHO-XBP1 luciferase reporter, IRE1-XBP1 UPR activation, luminescence; percent of tunicamycin response, DMSO as zero | activation, % at 20 µM;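 active = versus positive control, 20 µM dose yields 30% or more activation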;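 also: 100% = tunicamycin at 10 µg/mL and 0% = DMSO only wells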
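Material – CHO cell line with stable XBP1 luciferase reporter · Buffer or medium – F12 plus 10% FBS · Compound – single point, 20 µM final compound, 1% DMSO · Schedule – 16-18 h cell attachment at 37 °C, then 6 h compound exposure · Signal – Steady-Glo luminescence read · Benchmarks – high control tunicamycin 10 µg/mL final, low control DMSO vehicle only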
CXCR6 inh = blocks human CXCR6 beta-arrestin recruitment. AID 602244. inhibition, % at 20 µM. O00574. 360,000 compounds, 0.36% hits. CHO-K1 PathHunter CXCR6 beta-arrestin, luminescence; in the data active = inhibition above about 34%, passing the limit was not always enough;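 also: antagonist mode with CXCL16 agonist at 10 nM final; 0% = 10 nM CXCL16 with DMSO and 100% = unstimulated wells without agonist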
Target sequence (O00574 whole entry, looked up): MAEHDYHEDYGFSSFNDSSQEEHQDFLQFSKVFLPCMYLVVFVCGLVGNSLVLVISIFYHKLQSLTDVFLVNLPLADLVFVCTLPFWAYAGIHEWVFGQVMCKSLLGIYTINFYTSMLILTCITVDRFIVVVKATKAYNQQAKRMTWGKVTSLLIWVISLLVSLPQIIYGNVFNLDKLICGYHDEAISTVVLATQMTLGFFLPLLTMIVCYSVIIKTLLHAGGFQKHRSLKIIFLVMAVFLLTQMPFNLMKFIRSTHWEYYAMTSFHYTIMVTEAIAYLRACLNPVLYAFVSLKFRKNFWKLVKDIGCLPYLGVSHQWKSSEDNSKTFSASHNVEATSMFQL
Mdm2-MdmX inh = inhibitors of human Mdm2/MdmX interaction; 330,000 compounds, 3% hits; inhibition, % at 8 µM; SaOS-2 split-luciferase Mdm2/MdmX complementation, luminescence; O15151+Q00987;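 active = inhibition of at least 50% at 8 µM in the primary screen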
TIM10 inh = inhibits growth of TIM10 yeast strain. S. cerevisiae TIM10 strain growth, BacTiter-Glo luminescence, 24 h. inhibition, % at 10 µM. 330,000 compounds, 1.4% hits. AID 463195;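 active = inhibition of 40% or more at the single tested concentration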;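 also: wild-type TIM10 isogenic control strain grown at permissive 25 °C; 0% = DMSO yeast wells and 100% = minimal medium wells without yeast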
APJ ag = activates the human apelin receptor APJ; P35414; CHO-K1 APJ PathHunter beta-arrestin, luminescence; 0% DMSO wells, 100% apelin; activation, % at 20 µM; 330,000 compounds, 0.11% hits; AID 2520;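 active = activation more than six SD over the plate average, tested at 20 µM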;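 also: 0% = DMSO alone and 100% = apelin-13 at 10 nM; some results filed as inactive read as strong as hits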
Target sequence (P35414 whole entry, looked up): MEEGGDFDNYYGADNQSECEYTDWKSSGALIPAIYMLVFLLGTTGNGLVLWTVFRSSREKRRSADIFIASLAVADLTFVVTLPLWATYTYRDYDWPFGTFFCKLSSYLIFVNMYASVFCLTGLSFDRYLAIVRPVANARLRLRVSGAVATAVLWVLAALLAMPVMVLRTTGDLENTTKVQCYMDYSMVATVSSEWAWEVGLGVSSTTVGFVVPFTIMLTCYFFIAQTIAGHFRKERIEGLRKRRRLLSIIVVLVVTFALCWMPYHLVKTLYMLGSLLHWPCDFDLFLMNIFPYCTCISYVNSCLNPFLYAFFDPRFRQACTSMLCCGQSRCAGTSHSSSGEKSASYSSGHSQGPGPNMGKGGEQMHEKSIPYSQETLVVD
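Test system: CHO-K1 APJ beta-arrestin complementation cell line. Amount: cell density 1000 per well. Controls: DMSO negative, 10 nM Apelin-13 positive. Signal: luminescent beta-gal fragment complementation, chemiluminescent substrate. Read-out basis: agonist-driven arrestin binding to APJ. Timing: compound stimulation 90 min at 25 °C, detection 60 min.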
CHOP UPR activ = apoptotic UPR (CHOP) activation | 330,000 compounds, 0.34% hits | activation, % at 10 µM | CHO-CHOP luciferase reporter, luminescence; percent of tunicamycin response over DMSO baseline;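 active = at 10 µM dose, activation of 40% or more, normalized to positive control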;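 also: 100% = tunicamycin at 10 µg/mL and 0% = DMSO alone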
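Test system: CHO-CHOP cells, stable luciferase reporter of PERK-eIF2a-CHOP signalling | Quantity: 500 CHO-CHOP cells per well | Buffer or medium: F12 plus 10% serum | Compound dosing: 10 µM single point, 0.5% DMSO | Schedule: 6 h compound treatment, 37 °C | Signal: Luciferase luminescence | Control set: Tunicamycin high control, DMSO low control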
APJ antagonist = APJ receptor antagonism. P35414. CHO-K1 APJ beta-arrestin complementation, luminescence. inhibition, % at 20 µM. 330,000 compounds, 0.32% hits;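 active = inhibition above about 40% at 20 µM, limit read from the data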;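 also: cells challenged with 10 nM apelin-13 agonist together with compound; plate controls were apelin-13 plus DMSO wells for no effect and DMSO wells lacking apelin-13 for full effect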
tim23-1 inh = growth inhibitors of tim23-1 mutant yeast | AID 463212 | 330,000 compounds, 1.3% hits | inhibition, % at 20 µM | S. cerevisiae tim23-1 growth, BacTiter-Glo luminescence, 24 h;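 active = growth inhibition of the mutant yeast at or above 50%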;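 also: temperature-sensitive mutant grown at 25 °C; plate controls were DMSO-treated mutant yeast for no effect and medium wells lacking yeast for full effect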
tim10-1 inh = growth inhibitors of tim10-1 mutant yeast | S. cerevisiae tim10-1 ts strain growth, BacTiter-Glo, 24 h | inhibition, % at 20 µM | 330,000 compounds, 2.2% hits | AID 463190;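 active = inhibition of at least 40%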;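 also: mutant grown at 25 °C; 0% = DMSO wells with yeast and 100% = wells holding no yeast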
* hit, by the source's call; x = no result given. A portion of the library (hit frequency here may not be typical).

Results follow in this order: UPR XBP1 act, CXCR6 inh, Mdm2-MdmX inh, TIM10 inh, APJ ag, CHOP UPR activ, APJ antagonist, tim23-1 inh, tim10-1 inh
COc1ccc(-n2c(COc3cccc4ccccc34)nnc2SCC(=O)NCc2ccco2)cc1
→ -2, 11, 24, 14, -1, 3.4, 4, 28, 14
Cc1c(NS(=O)(=O)c2ccc(Br)s2)c(=O)n(-c2ccccc2)n1C
→ -2, -18, 13, -13, -4, -2.0, -3, 1, -3
CC(=O)OC/C=C(\C)CCC=C(C)C
→ -3, 0, 4, -7, 3, -1.3, -56, -7, -3
O=C(NC1CCS(=O)(=O)C1)c1ccc(S(=O)(=O)N2CCCCC2)cc1 (stereo not given)
→ 0, 5, 8, -2, -2, 0.1, -5, 10, -4
Cc1cc(CNC(=O)CC2C(=O)NCCN2Cc2ccccc2C(F)(F)F)nn1C (stereo not given)
→ -2, -10, 23, 5, -1, 3.2, 13, 19, 0
COc1cc(NC(C)=O)ccc1NC(=O)c1cc2ccccc2o1
→ 1, 8, -10, -1, 1, 5.2, -13, -10, -2
CC1CCC2(CC1)NC(=O)N(CC(=O)c1ccc3c(c1)OCO3)C2=O (stereo not given)
→ -2, -2, 27, -7, -6, 0.1, 3, 1, -17
COc1ccc(NC(=S)N2CCN(C/C=C/c3ccccc3)CC2)cc1
→ -1, -4, 6, 10, -3, 4.5, 3, 25, 27
CC(=O)c1ccc(Nc2nc3ccccc3nc2NS(=O)(=O)c2cccs2)cc1
→ -2, -6, 60*, -1, 1, 3.0, -3, 7, 22
Cc1ccc(Nc2cccccc2=O)cc1
→ 0, 3, -60, 1, -6, 3.3, 20, 7, 16

Next entries.
Results follow in this order: UPR XBP1 act, CXCR6 inh, Mdm2-MdmX inh, TIM10 inh, APJ ag, CHOP UPR activ, APJ antagonist, tim23-1 inh, tim10-1 inh
COc1ccc(OC)c(S(=O)(=O)CC(O)COc2ccccc2Cl)c1 (stereo not given)
→ -4, 5, 14, -8, -2, -0.2, 24, 24, 12
Cc1cc(C(=O)CSc2ccc(F)cc2)cc(C)c1O
→ 3, 18, -23, 2, -3, 5.0, 18, 29, 8
O=c1ccc(S(=O)(=O)N2CCCC2)cn1Cc1ccc(Cl)cc1Cl
→ 0, -7, -10, 4, 2, -1.0, -14, 20, 7
COc1ccc(S(=O)(=O)Nc2ccc(S(=O)(=O)N3CCCCC3)cc2)cc1
→ 1, 2, 9, -8, -8, 1.3, -8, 16, 21
COc1ccc(C(C)NC(=O)Nc2ccc(C(C)=O)cc2)cc1OC (stereo not given)
→ -4, -16, 7, 4, -1, -0.5, -2, -12, -24
Cc1ccccc1C(=O)N1CCN(c2ccc(NC(=O)Cc3ccccc3)cc2)CC1
→ -3, 2, 22, 7, 1, 0.0, 7, 12, 3
CN(CC(=O)Nc1ccccc1C(F)(F)F)C(=O)C1CC1
→ -3, 0, 20, 4, -2, -2.1, 37, 12, 9
CCOC(=O)c1c(C(C)(C)C)oc2ccc(O)cc12
→ 1, -11, 0, 22, -3, -0.2, 2, 23, 19
Cc1ccc(-n2nnnc2SCC(=O)Nc2cc(C)on2)c(C)c1
→ -4, -5, -7, 16, -2, 1.2, -11, 4, -5
O=c1oc(-c2cccs2)nc2ccc(Br)cc12
→ -1, -2, 5, 20, -5, -1.9, 0, 67*, 38

Carrying on.
Results follow in this order: UPR XBP1 act, CXCR6 inh, Mdm2-MdmX inh, TIM10 inh, APJ ag, CHOP UPR activ, APJ antagonist, tim23-1 inh, tim10-1 inh
CCOc1ccc(C(=O)Nc2cccc(-n3cnnn3)c2)cc1OCC
→ -5, -11, 8, 7, 5, 3.3, -4, 3, 4
COc1ccc(-c2cc(C(=O)NCCCn3ccnc3)no2)cc1OC
→ 1, -3, -5, -19, 1, 1.6, 5, -6, 8
CC(=O)c1ccc(NC(=O)COC(=O)c2ccccc2Nc2ccccc2)cc1
→ -2, -6, -13, -10, 0, -0.6, 21, 9, 8
O=C(NCCc1ccccc1)C1CCC(=O)N(Cc2cccc(C(F)(F)F)c2)C1 (stereo not given)
→ -2, -2, -12, 15, 5, 0.8, -19, 14, 1
O=C(CCNC(=O)c1ccc([N+](=O)[O-])cc1)Nc1cccc(S(=O)(=O)N2CCCCC2)c1
→ -4, -12, 6, -8, 5, -1.6, -45, 5, -4
CCOC(=O)CCc1c(C)c(C#N)c2[nH]c3ccccc3n2c1=O
→ -1, -1, 8, 13, 2, -1.1, 4, 20, 32
O=C(CN1CCN(Cc2ccccc2)CC1)N/N=C/C=C/c1ccco1
→ 0, -2, -16, 4, -2, 0.4, 2, 7, 5
CCC[C@H]1NC(=O)[C@H](C)N(C)C(=O)C(C)(C)C(=O)C(C)NC(=O)[C@H](Cc2ccc(OC)cc2)N(C)C(=O)[C@H](C(C)C)N(C)C(=O)CNC(=O)[C@H](CC(C)C)N(C)C(=O)CNC(=O)[C@H]([C@@H](C)CC)OC(=O)[C@H]1C (stereo not given in full)
→ 23, x, 94*, 7, -2, 44*, 19, 16, 19
CCCN(CCO)Cc1ccc2ccccc2c1
→ 2, 0, -25, 2, -2, 2.3, -5, 13, -1
CCCCN(C(=O)c1ccc([N+](=O)[O-])o1)c1c(N)n(CC(C)C)c(=O)[nH]c1=O
→ -2, -9, 20, 0, 11, -0.4, -35, 4, 4

The list continues:
Results follow in this order: UPR XBP1 act, CXCR6 inh, Mdm2-MdmX inh, TIM10 inh, APJ ag, CHOP UPR activ, APJ antagonist, tim23-1 inh, tim10-1 inh
CCOc1ccc(NC(=O)CCC(=O)c2ccc(-c3ccccc3)cc2)cc1
→ 1, -9, 8, -5, -2, 0.3, -4, -18, -17
COc1ccc(C2Nc3ccccc3C(=O)N2NS(=O)(=O)c2ccccc2)cc1OC (stereo not given)
→ -3, 4, -27, 11, -2, 0.7, -8, 5, 0
Cc1nn(-c2ccccc2)c2c1C1(C(=O)Nc3ccccc31)N1C(=N2)Sc2ccccc21 (stereo not given)
→ -2, -1, 48, 7, 0, -3.0, -3, 20, 15
CCOc1cc(/C=C2\SC(=O)N(c3ccc(O)cc3)C2=O)ccc1O
→ 1, 7, -10, 30, -6, 2.0, 13, 32, 6
COc1ccc(N2C(=O)CCC(C(=O)NCCCN3CCC(C)CC3)C2c2ccc(OC)c(OC)c2)cc1 (stereo not given)
→ -1, 0, 9, 9, 1, 0.5, -6, 4, 1
COc1ccc2c(C)cc(N3CCCCCC3)nc2c1
→ 4, -5, -20, -3, 0, 2.3, 8, 8, -9
CCOC(=O)[C@H]1[C@H]2COc3ccccc3[C@@H]2N2C(=O)[C@@H](C)NC(=O)[C@@]12C
→ -1, -10, -4, -3, -2, 1.0, 10, 6, -6
N=c1sccn1CC(=O)Nc1ccc(Cl)cc1[N+](=O)[O-]
→ 0, -6, 13, 12, -1, -0.5, -26, -6, -9
Cc1ccsc1/C=N/n1c(-c2cc(-c3ccccc3)n[nH]2)n[nH]c1=S
→ 2, 0, 4, 14, -3, -0.7, -2, -25, 7
COc1cc(/C=N/NS(=O)(=O)c2ccccc2)c(OC)c(OC)c1
→ 1, 11, 14, -7, -3, 1.6, 7, 2, 12

Structures above printed as active in Mdm2-MdmX inh:
molecule,UPR XBP1 act,CXCR6 inh,Mdm2-MdmX inh,TIM10 inh,APJ ag,APJ antagonist
CC(=O)c1ccc(Nc2nc3ccccc3nc2NS(=O)(=O)c2cccs2)cc1,-2,-6,60*,-1,1,-3
CCC[C@H]1NC(=O)[C@H](C)N(C)C(=O)C(C)(C)C(=O)C(C)NC(=O)[C@H](Cc2ccc(OC)cc2)N(C)C(=O)[C@H](C(C)C)N(C)C(=O)CNC(=O)[C@H](CC(C)C)N(C)C(=O)CNC(=O)[C@H]([C@@H](C)CC)OC(=O)[C@H]1C (stereo not given in full),23,x,94*,7,-2,19

Additional results
Results follow in this order: UPR XBP1 act, CXCR6 inh, Mdm2-MdmX inh, TIM10 inh, APJ ag, CHOP UPR activ, APJ antagonist, tim23-1 inh, tim10-1 inh
CN1/C(=C\C(=O)COC(=O)c2ccco2)C(C)(C)c2ccccc21
→ 6, 2, 10, 3, -2, -0.7, 20, 23, 16
CC(C)(C)Nc1nc2nonc2nc1NC(C)(C)C
→ -1, -1, 9, 5, 0, 0.8, 24, 16, 1
COc1ccc(/C=N/Nc2ncc(C(F)(F)F)cc2Cl)cc1OC
→ -1, -11, 2, 23, -3, 2.5, -10, -2, 6
C=C(C)[C@@H]1CC=C(CN2CCC(CCOC)(C(=O)OCC)CC2)CC1
→ -5, 4, 21, -1, -4, -1.1, 1, 8, -2
COC(=O)c1cc(C(=O)OC)cc(N2C(=O)CC(NNC(=O)c3ccccc3Br)C2=O)c1 (stereo not given)
→ -1, 10, 10, 11, -5, -0.8, 7, 9, 12
CSc1ccc(Cl)c(C(=O)N2CCN(CC(=O)N3CCCC3)CC2)c1
→ 4, -1, -15, 4, 1, 0.8, 12, 14, 9
CCO/C=C1/C(=O)N(Cc2ccccc2)C(=O)c2ccccc21
→ -1, -4, -14, -21, -2, -2.1, 10, 6, 3
COc1ccc(NC(=O)NCCN2CCN(c3cc(OC)ccc3OC)CC2)cc1
→ -4, 10, -9, -7, 2, -2.7, 9, -7, -3
CC(C)C(C(=O)O)N1C(=O)/C(=C/C=C/c2ccco2)SC1=S (stereo not given)
→ -3, 20, 21, 4, -1, 1.9, 14, 7, 6
Cc1cc(-c2nc3cccnc3s2)ccc1NS(=O)(=O)c1ccc2c(c1)OCCO2
→ 0, -13, -9, 13, 0, 3.4, -27, 28, 25

(continued)
Results follow in this order: UPR XBP1 act, CXCR6 inh, Mdm2-MdmX inh, TIM10 inh, APJ ag, CHOP UPR activ, APJ antagonist, tim23-1 inh, tim10-1 inh
CC(=O)Oc1ccc(S(=O)(=O)c2ccc(OC(C)=O)cc2)cc1
→ 1, 0, 12, -6, -1, 3.9, -10, 18, 18
COC(=O)c1ccnc(/C=N/O)c1
→ 2, 1, -5, 3, -2, 0.1, -8, -7, -3
C[C@H](NC(=O)[C@H]1N2C(=O)c3ccccc3C2SC1(C)C)C(=O)N1CCCCC1 (stereo not given in full)
→ 0, -8, 8, 13, 5, 1.2, -24, 17, 19
c1ccc(CCN(Cc2ccccc2)Cc2nc(C3CC3)no2)cc1
→ -3, 6, 0, -2, -6, -0.3, -3, -6, 19
CCC(=O)NN1CCc2cc3ccc(C)cc3nc21
→ 3, 13, 20, -15, -3, 0.2, 16, -3, -4

Single values from the entries so far:
Entry for C[C@H](NC(=O)[C@H]1N2C(=O)c3ccccc3C2SC1(C)C)C(=O)N1CCCCC1 (stereo not given in full) under APJ antagonist: -24
Entry for COC(=O)c1ccnc(/C=N/O)c1 under UPR XBP1 act: 2

Compound activity deposited in PubChem by Sanford-Burnham Center for Chemical Genomics.
